GPR55 activation = GPR55 agonists via beta-arrestin recruitment, primary screen, imaging, U2OS cells, beta-arrestin-GFP redistribution (AID 1961) | one-dose activation, % at 10 µM; EC50 in µM for titrated hits | hit rate 0.048% among 290,000 | G-protein coupled receptor 55 (Homo sapiens) | U2OS GPR55 beta-arrestin-GFP redistribution imaging; higher % means a stronger effect;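 active means activation above 40% with more than 50 cells counted in the well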;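 further: U2OS osteosarcoma cells stably expressing GPR55 and beta-arrestin-GFP; plate controls were DMSO negative control for no effect and LPI positive control for full effect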
Dengue-2 NS5 capping = Dengue-2 NS5 methyltransferase inhibitors, primary screen, biochemical, confirmation dose response (AID 588689); one-dose inhibition, % at 25 µM; IC50 in µM for titrated hits; Genome polyprotein (Dengue virus type 2 (strain 16681-PDK53)); Dengue-2 NS5 methyltransferase capping enzyme assay, biochemical; higher % means a stronger effect; hit rate 0.3% among 340,000; in the data active means a potency from the dose series
GPR35 arrestin U2OS = GPR35 antagonists blocking zaprinast-driven arrestin recruitment, primary screen, imaging, U2OS, beta-arrestin-GFP, zaprinast agonist (AID 2058); U2OS GPR35 beta-arrestin-GFP translocation imaging, zaprinast antagonism; higher % means a stronger effect; inhibition, % at 10 µM; hits with a dose series show IC50 in µM; hit rate 0.052% among 290,000;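 active means inhibition of at least 50% with at least 30 cells and total cytoplasm GFP at most 10,000,000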
NTR1 agonist = agonists of NTR1, primary screen, imaging, U2OS cells, beta-arrestin-GFP, high content (AID 493036) | NTR1-U2OS beta-arrestin-GFP spot imaging, agonist mode | activation, % at 20 µM | hit rate 0.17% among 330,000;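 active means activation at or above 40% of the spot to cytoplasm intensity ratio, with at least 20 cells analyzed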;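 further: 0% = DMSO without peptide and 100% = 100 nM NTR1 peptide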
Target sequence (P30989 whole entry, looked up): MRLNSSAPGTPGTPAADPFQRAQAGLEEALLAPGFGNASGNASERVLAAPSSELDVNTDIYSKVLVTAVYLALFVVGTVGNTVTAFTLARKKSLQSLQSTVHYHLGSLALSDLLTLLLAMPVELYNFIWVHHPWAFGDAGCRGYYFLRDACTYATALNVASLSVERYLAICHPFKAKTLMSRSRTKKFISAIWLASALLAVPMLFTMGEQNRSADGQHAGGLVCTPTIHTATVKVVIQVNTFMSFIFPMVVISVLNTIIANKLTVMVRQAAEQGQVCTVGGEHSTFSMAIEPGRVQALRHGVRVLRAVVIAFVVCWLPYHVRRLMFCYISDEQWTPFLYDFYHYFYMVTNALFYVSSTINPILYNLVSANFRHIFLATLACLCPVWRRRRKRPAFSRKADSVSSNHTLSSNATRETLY
HIV peptide binding = inhibitors of HIV fusion peptide binding, primary screen, biochemical, uHTS, fluorescence dequenching (AID 1986); inhibition, % at 20 µM, or IC50 in µM where a hit was titrated; cell-free peptide binding, fluorescence dequenching, 30 min; higher % means a stronger effect; hit rate 0.3% among 290,000; in the data active means inhibition mostly above about 52%, no sharp cut-off; inactive means mostly below about 76%; further: some results filed as inactive read as strong as hits
Siah-1 displacement = Siah-1 peptide-binding antagonists, primary screen, biochemical, fluorescence polarization, rhodamine-plectin, uHTS (AID 1817); Siah-1 / rhodamine-plectin peptide fluorescence polarization; higher % means a stronger effect; one-dose displacement, % at 20 µM; IC50 in µM for titrated hits; E3 ubiquitin-protein ligase SIAH1 (Homo sapiens); hit rate 0.02% among 290,000;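 active means displacement of at least 50% at 20 µM, with a fluorescence ratio check between 0.3 and a set limit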;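 further: plate controls were Siah plus tracer with DMSO for no effect and tracer alone without Siah for full effect; strong numbers were not always called active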
AID2073 = inhibitors of Mint1-CaV2.2 protein interaction, biochemical, HTRF (AID 2073) | inhibition, % at 20 µM; hits with a dose series show IC50 in µM | HTRF protein-protein interaction, Mint1-CaV2.2; higher % means a stronger effect | hit rate 0.19% among 290,000; in the data active means inhibition mostly above about 51%, no sharp cut-off; further: some results filed as inactive read as strong as hits
GPR55 LPI antagonism = GPR55 antagonists blocking LPI-driven arrestin recruitment, primary screen, imaging, U2OS, beta-arrestin-GFP, LPI agonist (AID 2013); U2OS GPR55 beta-arrestin-GFP translocation imaging, LPI antagonism; higher % means a stronger effect; inhibition, % at 10 µM; hits with a dose series show IC50 in µM; hit rate 0.13% among 290,000;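 active means spots per cell inhibited over 60%, with over 100 cells counted and total cytoplasm intensity under 500,000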;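 further: U2OS cells stably carrying GPR55 and arrestin-GFP stimulated by 5 µM LPI near EC80; imaged beta-arrestin-GFP aggregate spots per cell after agonist stimulation; plate controls were LPI-stimulated DMSO wells for no effect and DMSO wells without LPI for full effect; some results filed as inactive read as strong as hits; confirmed hits need IC50 under 10 µM and bright autofluorescent wells are also inconclusive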
UTI89 phage lysis = inhibition of K1F phage lysis, E. coli UTI89, bacterial capsule biogenesis inhibitors, alamar blue (AID 488966). E. coli UTI89 K1F phage lysis, alamar blue, 2 h; higher % means a stronger effect. inhibition, % at 100 µM; hits with a dose series show IC50 in µM. hit rate 0.02% among 340,000;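 active means phage lysis inhibition, versus mean bacterial control, above a set limit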;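 further: capsule biogenesis inhibitors block K1F phage lysis so surviving cells raise fluorescence; higher fluorescence means more inhibition of phage lysis; actives were called in the ten point dose series up to 300 µM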
NTR1 agonist cell count 20 µM = also measured in NTR1 agonist; calls as there; cell count; measured here: cell count, cytotoxicity flag
Dengue-2 NS5 capping pilot replicate = second read-out of Dengue-2 NS5 capping, no call of its own (marks repeat the call); inhibition, %; measured here: pilot screen replicate inhibition
Starred values were filed as active, the others as inactive; i = inactive; . = no result given; [ ] = remark or other dose.

The opening 2 records (preview)
SMILES	GPR55 activation	Dengue-2 NS5 capping	GPR35 arrestin U2OS	NTR1 agonist	NTR1 agonist cell count 20 µM	HIV peptide binding	Siah-1 displacement	AID2073	GPR55 LPI antagonism	UTI89 phage lysis	others
COc1ccc(N/C(=C(/C(Cl)=C(Cl)Cl)[N+](=O)[O-])n2nnc3ccccc32)cc1	-0.1%	.	-13%	1.6	46	0.1%	2%	1%	11%	.
COc1ccccc1-c1nc(S(=O)(=O)c2ccccc2)c(N2CCOCC2)o1	0.2%	-7%	-7%	2.5	59	0.1%	-6%	-9%	10%	0.2%[50 µM]

The whole of this part (from the top)
SMILES	GPR55 activation	Dengue-2 NS5 capping	GPR35 arrestin U2OS	NTR1 agonist	NTR1 agonist cell count 20 µM	HIV peptide binding	Siah-1 displacement	AID2073	GPR55 LPI antagonism	UTI89 phage lysis	others
COc1ccc(N/C(=C(/C(Cl)=C(Cl)Cl)[N+](=O)[O-])n2nnc3ccccc32)cc1	-0.1%	.	-13%	1.6	46	0.1%	2%	1%	11%	.
COc1ccccc1-c1nc(S(=O)(=O)c2ccccc2)c(N2CCOCC2)o1	0.2%	-7%	-7%	2.5	59	0.1%	-6%	-9%	10%	0.2%[50 µM]
CC(C)CCn1cnc2c(NCc3ccccc3)ncnc21	-0.2%	-3%	1%	2.8	84	-1.1%	0%	0%	-13%	0.3%	Dengue-2 NS5 capping pilot replicate=0.6
Cc1ccc(Nc2nc(C3CC3)cs2)cc1	-0.1%	.	-2%	.	.	2.2%	-2%	-2%	3%	.
CCOc1ccccc1N1CCN(S(=O)(=O)c2cccc3nsnc23)CC1	-0.2%	1%	-5%	0.5	64	-1.2%	1%	-6%	3%	0.1%
CCOc1ccc(NC(=S)N2CCC(N(C)CCN3CCOCC3)CC2)cc1	-0.2%	1%	-10%	-0.5	41	1.4%	8%	-12%	2%	1.0%
CN1C(C(=O)NCC2CC2)CC2Cn3c(nc4cc5ccccc5cc43)C21 (stereo unspecified)	-0.1%	-1%	11%	-1.8	84	-1.0%	8%	27%	3%	-0.1%
CCOc1cc(C(=O)OCC(=O)c2c(N)n(C)c(=O)n(C)c2=O)cc(OCC)c1OCC	0.3%	-4%	8%	1.6	78	-0.5%	0%	12%	-11%	-0.8%
O=C(CCNC(=O)c1ccco1)Nc1cccc(C(F)(F)F)c1	0.1%	1%	8%	0.2	43	2.1%	-2%	0%	4%	3.5%
Nc1nonc1C(=O)NCCNC(=O)c1ccccc1F	0.2%	2%	-32%	0.6	49	-0.8%	3%	-3%	8%	0.4%
CSc1nc2n(n1)C(c1cccs1)C1=C(CCCC1=O)N2 (stereo unspecified)	-0.3%	-8%	12%	2.6	55	-1.4%	6%	5%	-2%	0.4%
OCC[C@@H]1C[C@@H](O)[C@H](O)[C@]2(CCCCO2)O1	-0.1%	-1%	18%	-1.0	94	1.5%	2%	1%	3%	3.0%
c1ccc2c(N3CCCCC3)nc(N3CCCC3)nc2c1	0.5%	-9%	-16%	3.0	91	2.5%	7%	11%	19%	0.8%
O=C(Nc1ccccc1)c1ccc(Br)o1	0.6%	0%	18%	-0.4	51	-0.6%	2%	-2%	-5%	-2.0%
COc1ccc2c(c1)C(=O)CC(O)(C(F)F)O2 (stereo unspecified)	-0.3%	-6%	1%	0.3	49	0.8%	3%	16%	1%	0.4%
O=C(CN1C(=O)C2C3CC(C(Br)C3Br)C2C1=O)N1CCOCC1 (stereo unspecified)	-0.5%	-4%	5%	-1.2	32	1.7%	-1%	8%	-6%	2.5%[50 µM]
C[C@]12CC[C@@H]3c4ccc(O)cc4[C@@H](O)C[C@H]3[C@@H]1CC[C@@H]2O	-0.1%	.	-6%	1.2	61	1.7%	4%	-1%	10%	.
O=C(Oc1ccc(C(=S)N2CCOCC2)cc1)c1cc([N+](=O)[O-])cc([N+](=O)[O-])c1	-0.1%	1%	5%	0.6	77	-0.9%	5%	-8%	10%	-0.1%
COc1ccc(NC(=O)Cn2nc(C)c([N+](=O)[O-])c2C)cn1	-0.7%	-8%	3%	-0.1	59	3.3%	3%	1%	6%	0.2%
Cc1ccsc1/C=C(\C#N)C(=O)NCc1cccnc1	-0.4%	-3%	-5%	1.1	43	1.1%	9%	-5%	-4%	1.2%[50 µM]
COC(=O)Cn1c(O)c(N=NC(=O)CNC(=O)c2ccncc2)c2ccccc21	-0.1%	-1%	10%	-0.5	54	0.3%	-5%	-9%	-2%	-3.6%
O=c1oc2c(Cl)cc(Cl)cc2cc1-c1nnc(Nc2ccccc2F)s1	0.0%	.	1%	-1.8	85	-0.6%	3%	8%	7%	.
CCCOc1ccc(-c2c(C(=O)N/N=C/C3CC=CCC3)nnn2-c2nonc2N)cc1 (stereo unspecified)	-0.2%	-5%	-11%	3.2	59	-0.3%	1%	0%	0%	0.6%
Cc1ccc(NC(=O)COC(=O)C(NS(=O)(=O)c2ccc(Cl)cc2)C(C)O)cc1 (stereo unspecified)	-0.3%	-5%	-7%	0.2	66	-0.2%	-2%	-1%	-2%	2.9%
O=C(CCc1nc2ccccc2[nH]1)Nc1ccc2c(c1)OCO2	-0.1%	0%	-4%	0.5	40	-0.7%	-2%	-10%	8%	0.3%
O=C(Nc1ccc(O)cc1)/C(=C\c1cccs1)NC(=O)c1ccccc1	-0.2%	-4%	7%	-0.6	43	-1.7%	-3%	-7%	8%	1.2%[50 µM]
Cc1cccn2c(=O)c3cc(C(=O)NC4CCCCC4)n(C)c3nc12	0.3%	-6%	2%	10	71	4.1%	1%	19%	16%	0.2%
COC(=O)c1cc(S(=O)(=O)NCc2ccccc2)c[nH]1	0.3%	-2%	8%	-2.3	57	2.5%	14%	2%	-9%	-1.4%
Cc1cc(C)n(-c2nc(C(=O)O)cs2)n1	0.5%	.	-11%	-0.5	89	1.0%	0%	-3%	-2%	.
O=C1c2ccccc2C(=O)c2c1ncn2-c1ccccc1	0.1%	6%	-13%	0.3	66	-2.3%	3%	45%	1%	2.6%[50 µM]
Cc1[nH]n(-c2c(Cl)cc(Cl)cc2Cl)c(=O)c1C=Nc1ccc(S(=O)(=O)N2CCOCC2)cc1	0.2%	-6%	3%	2.0	72	1.3%	3%	9%	14%	1.3%[50 µM]
O=C(O)CCC(=O)NNC(=O)c1cccc(Cl)c1	0.7%	-1%	16%	2.3	32	0.0%	3%	13%	0%	0.8%[50 µM]
Cc1cc(C)n(Cc2cccc(C(=O)N/N=C/c3ccncc3)c2)n1	-0.1%	6%	10%	0.6	59	-0.2%	1%	5%	6%	0.4%
O=C1CC(c2ccc(Cl)cc2)CC(O)=C1C=NCCN1CCNCC1 (stereo unspecified)	-0.2%	.	-6%	0.3	69	-0.5%	-1%	-12%	-5%	.
COc1ccc(O)c(C(=O)c2cnc3c(c2)c(-c2ccc(F)cc2)c(C#N)c(=O)n3C)c1	0.1%	0%	-11%	1.7	52	-0.2%	-7%	24%	5%	0.8%
O=C(OCC(=O)N1CCc2ccccc21)c1ccc(Cl)nc1	0.0%	-6%	-7%	0.7	69	1.4%	0%	-2%	5%	7.7%
COCCc1nnc(NC(=O)Cc2ccccc2)s1	-0.3%	-4%	-3%	-0.6	41	1.7%	4%	4%	-6%	0.4%
CCCC(=O)Nc1sc2c(c1C(=O)Nc1ccccn1)CCCC2	0.2%	-8%	8%	4.1	79	-0.7%	7%	-7%	-14%	0.3%
O=C(CSc1nnc(COc2ccccc2)o1)Nc1nccs1	-0.2%	8%	-6%	-0.5	51	7.3%	-3%	-7%	-1%	7.0%
O=C(c1cccn2c(=O)c3cc(Cl)ccc3nc12)N1CCOCC1	0.2%	-3%	15%	3.7	37	-1.6%	-1%	45%	7%	0.7%
CN(C)S(=O)(=O)c1cccc(C(=O)Nc2ccccc2)c1	0.2%	7%	-6%	-0.3	85	0.3%	0%	3%	8%	-0.6%
O=C(CC(=O)NCCc1ccccc1)NCCc1ccccc1	-0.2%	-2%	-5%	-0.9	55	-0.3%	-6%	-2%	6%	0.4%
COc1ccc(C2C(C(=O)Nc3cc(C)on3)c3ccccc3C(=O)N2C)cc1OC (stereo unspecified)	0.3%	-7%	21%	6.1	97	-0.4%	-1%	1%	6%	0.3%
O=S1(=O)NC2c3ccccc3CC2O1 (stereo unspecified)	-0.1%	6%	4%	-2.9	85	0.0%	-6%	6%	3%	-0.6%
O=C1c2ccccc2C(=O)N1OCc1cccc(Cl)c1	0.0%	-2%	-4%	-1.1	29	-1.6%	-1%	-2%	3%	3.7%
O=C(NCc1ccco1)C(=O)NCC(c1ccco1)N1CCOCC1 (stereo unspecified)	-0.1%	-6%	-4%	2.0	70	1.5%	-4%	-4%	9%	0.2%[50 µM]
CCOC(=O)CSc1nc2ccccc2c(=O)n1C1CCCC1	-0.2%	-2%	-2%	4.0	74	-1.8%	4%	-7%	8%	1.6%
COC(=O)c1cc2oc(C)cc2n1CC(=O)N1CCCc2ccccc21	-0.1%	-3%	11%	2.7	52	2.4%	-2%	2%	4%	0.1%
CCn1c(CNc2ccc(Cl)cc2)nnc1SCc1ccccc1	-0.1%	-3%	-12%	5.7	77	1.1%	4%	2%	0%	-0.3%
CCOC(=O)C1CCN(C(=O)c2cc3ccccc3oc2=O)CC1	1.3%	3%	0%	-0.4	56	-0.9%	-4%	-2%	4%	0.2%
COc1ccc(/C=[N+](\[O-])C2N(c3ccccc3)C(=S)SC2(C)C)cc1OC (stereo unspecified)	-0.1%	8%	-1%	0.2	52	-1.6%	-2%	-12%	5%	i
O=C(N/N=C/c1ccccn1)c1cccs1	-0.5%	2%	17%	1.3	75	-2.3%	-12%	-12%	5%	1.9%
Cc1c(C(=O)N2CCCCC2)c(S(=O)(=O)N2c3ccccc3CC2C)c(C)n1C (stereo unspecified)	-0.2%	-2%	-4%	0.5	59	-0.2%	0%	-4%	9%	0.0%
COc1cc(OC)c(NC(=S)Nc2cc(Cl)cc(Cl)c2)cc1Cl	-0.2%	-3%	0%	6.1	49	-2.7%	1%	-22%	17%	0.2%[50 µM]
CC(C)(C)S(=O)(=O)c1cnc(N2CCCCC2)nc1N	0.1%	6%	3%	-0.7	47	-1.3%	2%	0%	-2%	0.0%
C=CCNC(=S)N1CCC(C(=O)c2ccc3c(c2)OCCO3)CC1	-0.1%	-5%	13%	0.9	24	-0.2%	-2%	-6%	1%	-0.1%
Cc1ccc(/C=C2/SC(=S)N(CCC(=O)NCCCN3CCOCC3)C2=O)cc1	-0.1%	2%	-16%	0.6	71	1.8%	6%	-3%	1%	0.0%
